From PubChem BioAssay
Anthrax LF inh2: anthrax lethal factor protease inhibition; P15917; multiplex microsphere protease cleavage assay, LF; inhibition, % at 10 µM; actives 0.12% (n = 360,000); in the data active = inhibition above about 30%; note: plate controls were buffer without enzyme for full effect and enzyme alone for no effect
PfHsp40 rescue: compounds rescuing yeast from Plasmodium falciparum HSP40 toxicity. S. cerevisiae expressing PfHsp40, growth rescue, ATP luminescence. growth rescue, % at 12.5 µM. actives 0.68% (n = 340,000). AID 504582; in the data active = growth rescue above about 28%, passing the limit was not always enough;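 note: yeast W303a lacking pdr1 and pdr3 grown in galactose medium; growth measured after three days at 30 °C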
Rv3671c protease: Rv3671c (M. tuberculosis) protease inhibition; actives 0.048% (n = 320,000); inhibition, % at 5.96 µM; AID 2606; in the data active = inhibition above about 38%;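 note: extracellular domain of Rv3671c used as enzyme; 0% = enzyme with DMSO and 100% = no enzyme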
Y pestis TopoI: Y. pestis Topo-I inhibition via cleavage products | Y. pestis Topo-I cleavage product accumulation, plate reader | activity, % at 10 µM | actives 0.064% (n = 360,000) | AID 504884; in the data active = activity above about 50%, passing the limit was not always enough; note: inactives centre near 2
BH1578 lux ind: induces V. cholerae light production without autoinducers | actives 0.16% (n = 350,000) | activation, % at 18.7 µM | V. cholerae BH1578 lux reporter, luminescence, 6 h; in the data active = activation mostly above about 9.7%, no sharp cut-off; note: not every result past the cut was called active; inactives centre near 0; reference of the scale not given here
MazF activator: increases E. coli MazEF RNase cleavage of RNA | actives 0.32% (n = 350,000) | activation, % at 20 µM | FAM/BHQ RNA-DNA oligo cleavage fluorescence, 5 h | P0AE70 | AID 504720; in the data active = activation above about 50%
PriA SSB inh: inhibitors of Klebsiella pneumoniae PriA binding to SSB C-terminal tail. AlphaScreen SSBct-PriA binding, biotinylated peptide. inhibition, % at 33 µM. actives 0.6% (n = 430,000). AID 1272365; in the data active = inhibition mostly above about 37%, no sharp cut-off; inactive = mostly below about 20%;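 note: plate controls were negative control peptide for no effect and reference peptide for full effect; strong numbers were not always called active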
DUSP3 inh: blocks human VHR1 dual specificity phosphatase; actives 0.52% (n = 290,000); inhibition, % at 13.3 µM; recombinant VHR phosphatase, pNPP absorbance; P51452; in the data active = inhibition above about 50%; note: some compounds called inactive have numbers as strong as hits
TcdB GH inh: inhibitors of Clostridioides difficile toxin B glycohydrolase | P18177 | TcdB glycohydrolase enzymatic assay, plate reader | AID 652162 | inhibition, % at 9.99 µM | actives 0.24% (n = 350,000); in the data active = inhibition above about 10%
Target sequence (P18177 whole entry, looked up): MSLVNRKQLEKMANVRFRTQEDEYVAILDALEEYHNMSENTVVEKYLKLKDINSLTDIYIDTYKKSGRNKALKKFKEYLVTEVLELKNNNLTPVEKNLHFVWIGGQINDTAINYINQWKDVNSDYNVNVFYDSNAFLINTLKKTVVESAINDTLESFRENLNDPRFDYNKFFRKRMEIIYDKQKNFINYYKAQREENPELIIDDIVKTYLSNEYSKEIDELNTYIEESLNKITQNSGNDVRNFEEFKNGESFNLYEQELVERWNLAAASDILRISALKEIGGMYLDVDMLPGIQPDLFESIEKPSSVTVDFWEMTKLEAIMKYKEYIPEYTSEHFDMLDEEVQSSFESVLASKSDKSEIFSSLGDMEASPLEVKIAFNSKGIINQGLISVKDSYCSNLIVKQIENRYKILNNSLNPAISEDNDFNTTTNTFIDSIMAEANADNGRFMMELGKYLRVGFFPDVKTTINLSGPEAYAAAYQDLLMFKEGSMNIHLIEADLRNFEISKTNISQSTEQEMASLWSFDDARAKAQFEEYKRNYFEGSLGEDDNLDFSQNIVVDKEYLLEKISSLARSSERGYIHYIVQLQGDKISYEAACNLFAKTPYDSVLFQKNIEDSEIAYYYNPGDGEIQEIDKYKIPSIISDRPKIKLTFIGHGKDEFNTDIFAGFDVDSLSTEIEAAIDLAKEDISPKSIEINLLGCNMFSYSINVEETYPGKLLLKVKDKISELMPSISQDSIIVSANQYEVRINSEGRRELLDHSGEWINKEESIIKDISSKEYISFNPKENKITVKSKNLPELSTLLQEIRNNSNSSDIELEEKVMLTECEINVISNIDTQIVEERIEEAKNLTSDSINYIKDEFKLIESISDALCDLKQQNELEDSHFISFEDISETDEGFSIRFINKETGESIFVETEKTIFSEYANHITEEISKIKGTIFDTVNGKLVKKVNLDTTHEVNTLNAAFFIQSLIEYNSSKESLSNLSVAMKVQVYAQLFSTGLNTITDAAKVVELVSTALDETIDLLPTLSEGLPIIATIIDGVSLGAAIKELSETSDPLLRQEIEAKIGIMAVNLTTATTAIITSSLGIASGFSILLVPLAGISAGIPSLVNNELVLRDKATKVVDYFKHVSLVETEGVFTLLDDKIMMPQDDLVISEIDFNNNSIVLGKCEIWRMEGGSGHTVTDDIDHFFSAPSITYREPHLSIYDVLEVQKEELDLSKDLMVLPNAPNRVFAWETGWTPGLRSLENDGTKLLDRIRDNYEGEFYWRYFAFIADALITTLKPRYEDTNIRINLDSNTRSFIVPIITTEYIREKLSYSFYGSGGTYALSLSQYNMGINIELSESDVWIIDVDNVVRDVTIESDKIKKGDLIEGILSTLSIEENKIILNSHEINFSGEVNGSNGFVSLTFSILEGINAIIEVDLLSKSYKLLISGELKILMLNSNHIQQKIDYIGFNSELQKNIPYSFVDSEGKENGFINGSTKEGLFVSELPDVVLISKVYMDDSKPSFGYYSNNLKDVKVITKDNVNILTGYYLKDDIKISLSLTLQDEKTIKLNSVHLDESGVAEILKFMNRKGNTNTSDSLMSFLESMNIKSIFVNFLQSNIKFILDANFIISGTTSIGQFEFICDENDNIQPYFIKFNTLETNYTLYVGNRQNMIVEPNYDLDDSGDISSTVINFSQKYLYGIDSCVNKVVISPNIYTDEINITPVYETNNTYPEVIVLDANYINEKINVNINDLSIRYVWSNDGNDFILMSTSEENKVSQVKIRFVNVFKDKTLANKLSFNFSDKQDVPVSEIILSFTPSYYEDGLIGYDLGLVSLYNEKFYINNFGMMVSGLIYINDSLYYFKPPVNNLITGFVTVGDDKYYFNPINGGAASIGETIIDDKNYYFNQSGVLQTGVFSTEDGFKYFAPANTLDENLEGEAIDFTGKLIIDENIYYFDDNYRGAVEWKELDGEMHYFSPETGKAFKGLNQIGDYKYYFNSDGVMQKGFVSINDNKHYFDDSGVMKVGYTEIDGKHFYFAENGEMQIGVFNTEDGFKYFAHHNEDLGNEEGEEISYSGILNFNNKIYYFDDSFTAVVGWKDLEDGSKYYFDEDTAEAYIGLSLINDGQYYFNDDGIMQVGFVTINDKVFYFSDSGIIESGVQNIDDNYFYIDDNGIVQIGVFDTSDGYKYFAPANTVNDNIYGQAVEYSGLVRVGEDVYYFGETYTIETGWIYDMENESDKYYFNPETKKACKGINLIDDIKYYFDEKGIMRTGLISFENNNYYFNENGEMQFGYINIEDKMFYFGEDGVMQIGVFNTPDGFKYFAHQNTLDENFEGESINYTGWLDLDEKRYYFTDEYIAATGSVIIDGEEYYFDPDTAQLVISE
3CLpro inhibitor: SARS-CoV 3CLpro protease inhibition; P0C6X7; recombinant SARS-CoV 3CLpro, quenched FRET peptide cleavage; inhibition, % at 6 µM; actives 0.14% (n = 290,000); AID 1706; in the data active = inhibition above about 12%
Starred values were filed as active, the others as inactive; i = inactive; / = no result given; & = joins results of further samples. Some of the compounds tested (hit frequency here may not be typical).

Compound | Rv3671c protease | PriA SSB inh | MazF activator | TcdB GH inh | PfHsp40 rescue | Anthrax LF inh2 | Y pestis TopoI | 3CLpro inhibitor | DUSP3 inh | BH1578 lux ind
COC(=O)c1ccccc1OP(=O)(c1cccc([N+](=O)[O-])c1)c1cccc([N+](=O)[O-])c1 | -1 | 11 | 1 | 0.8 | -1.2 | 0 | -6 | 0 | -13 | -0.3
CCn1c(-c2ccc(N(C)C)cc2)nc2ccccc21 | 2 | 8 | -9 | / | 0.9 | -5 | 14 | 4 | 24 | i
CCOc1ccc(C(=O)NCC(=O)NCC(c2ccco2)N2CCCCC2)cc1 (stereo not drawn) | -1 | -12 | 0 | -0.1 | -1.1 | -4 | 2 | / | / | -1.3
COc1ccccc1C(=O)OCC(=O)NC1CCCC1 | -16 | -7 | 3 | 2.3 | -0.5 | 1 | 0 | -8 | / | i
Cc1cc(N2CCOCC2)n2nc(C)c(-c3ccc(Cl)cc3)c2n1 | 8 | 3 | 9 | 0.7 | -0.1 | -18 | 3 | -2 | -20 | i
O=C(Nc1ccccc1)C1CCCCC1 | -4 | -12 | 10 | / | -0.2 | -1 | -3 | 5 | -5 | i
Nc1n[nH]c2cc(=O)n(-c3ccc(Cl)cc3)nc12 | 9 | 2 | -4 | 1.3 | -1.0 | 1 | 1 | 1 | -2 | -0.2
CCN(CCn1cccn1)Cc1cn[nH]c1-c1cccc2ccccc12 | -4 | -12 | 2 | 0.9 | -0.4 | -4 | 8 | 3 | 17 | -3.6
CC(C)(C)c1ccc(C(=O)N2CCC(C(=O)N3CCCCC3)CC2)cc1 | 9 | -11 | 3 | 0.7 | -0.9 | 0 | 14 | -5 | 8 | 0.1
COc1cccc(-c2ncc3ccccc3c2COC(=O)c2ccc(C(C)(C)C)cc2)c1 | -5 | -14 | -6 | -1.4 | -1.1 | -3 | 17 | / | / | 0.6
Cc1ncc([N+](=O)[O-])n1CC(=O)Nc1ccccc1F | 1 | -11 | 4 | -0.7 | -0.5 | 6 | 2 | -4 | 23 | -0.4
O=C(C1CC1)N1CCc2cc(S(=O)(=O)NC3CCN(Cc4ccccc4)CC3)ccc21 | 0 | -2 | -14 | / | 1.0 | 0 | 1 | 3 | 30 | -3.7
CNC(=O)Oc1ccc2c(c1)[C@]1(C)CCN(C)C1N2C (stereo partly drawn) | 1&0 | -6 | 13 | -2.5 | -2.1 | -9 | 6 | / | / | i
COc1ccc(-c2c(-c3cc(OC)cc(OC)c3)n(C)c3ccc(-c4cc(F)cc(OC)c4)cc23)cc1 | -5 | 0 | -5 | 0.5 | -1.1 | 0 | -2 | / | / | -0.3
O=C(COC(=O)/C=C/c1ccc(OC(F)F)cc1)NC(=O)NCc1ccccc1 | -4 | -1 | -7 | 0.2 | 2.4 | -2 | 30 | / | / | 0.3
COc1cc(OC)cc(C(=O)NCC(=O)N2CCCCC2)c1 | 8 | -8 | -2 | / | -1.0 | -1 | 6 | 5 | 22 | -0.3
O=S(=O)(Nc1nc2ccccc2[nH]1)c1ccc2ccccc2c1 | -1 | -11 | 6 | / | 0.2 | 3 | 7 | -2 | -2 | i
COc1ccc(C)cc1NC(=O)COC(=O)C1CCN(C(=O)c2ccc(Cl)cc2)CC1 | 4 | -9 | 1 | -1.9 | 0.0 | -4 | 20 | 7 | 9 | -4.5
Cc1cc(C)c(NC(=O)C2CC(=O)N(c3ccc4c(c3)OCCO4)C2)c(C)c1 (stereo not drawn) | -4 | -1 | -5 | / | 0.0 | -4 | 4 | 1 | 3 | 5.0
O=C(CCC(=O)N1CCN(c2ccc(C(F)(F)F)cn2)CC1)c1cccs1 | -4 | -8 | 6 | -0.2 | -0.7 | -5 | 2 | / | / | -2.1
O=C(Nc1ccc([N+](=O)[O-])cc1)N1CCc2ccccc2C1 | -20 | -7 | 9 | -5.6 | 0.5 | 5 | 0 | 0 | 7 | -0.3
CC(O)CNCc1cccc2ccccc12 (stereo not drawn) | 6 | 5 | 12 | / | -0.1 | -2 | 10 | -2 | -5 | -1.3
COc1ccccc1CNC(=O)c1ccc2nc(C)c(N(C)Cc3ccc(NC(C)=O)cc3)n2c1 | / | / | / | 1.4 | / | -5 | 24 | / | / | -0.3
Cc1cc(C(=O)CSCCCn2c(=O)[nH]c3ccccc32)c(C)n1C | 2 | 1 | 7 | / | 2.4 | -7 | 39 | 1 | 2 | /
Cn1c(=O)cc(OCC(=O)NCc2cccs2)c2ccccc21 | 4 | -8 | -1 | 0.0 | -1.5 | -1 | 2 | 4 | 16 | -0.2
CCCCn1nnnc1NCc1cc(OC)c(OC)c(OC)c1 | 7 | -2 | 3 | 2.1 | -1.0 | -2 | 5 | -2 | 36 | i
N#CCC(=O)NC(=O)NCC1CC1 | -5 | -9 | 1 | 1.1 | 1.4 | 8 | 0 | 1 | -7 | i
O=C(/C=C/c1ccco1)OCC1CCCN2CCCCC12 (stereo not drawn) | -2 | -3 | -8 | 0.2 | / | 3 | -3 | -5 | 30 | -0.7
O=C(c1ccc(F)cc1)N(C(=O)c1ccc(F)cc1)c1ncccn1 | -6 | -4 | 9 | 1.8 | 0.5 | 5 | 3 | -3 | 13 | -0.5
COc1cc2nc(CC(C)C)n(NC(=O)c3ccccc3Br)c(=O)c2cc1OC | -2 | 6 | 7 | -0.1 | 0.3 | -6 | 5 | 2 | -4 | -4.3
O=S(=O)(Nc1nc2ccccc2nc1Cl)c1ccccc1 | -10 | 1 | 6 | 1.6 | -0.4 | 1 | -6 | 4 | 0 | i
Cc1ccccc1CSc1nc(-c2ccccc2)cc(=O)[nH]1 | 8 | -12 | 4 | -0.1 | -1.3 | 0 | -1 | -1 | -4 | -0.6
C[C@@H]1CN([C@@H](C)CO)C(=O)CCCn2nncc2CO[C@@H]1CN(C)C(=O)Oc1ccc2ccccc2c1 | / | / | 0 | -1.6&0.6 | / | -1 | 14 | / | / | -0.3
Cc1onc(-c2ccccc2Cl)c1C(=O)N1C=CC(C(F)(F)Cl)=NCC1 | 5 | 0 | 9 | / | -0.5 | 0 | -7 | -4 | 13 | -3.8
COc1cc(C(=O)N2CCN(C3CCCCC3)CC2)cc(OC)c1OC | -3 | -3 | 2 | 1.9 | 0.3 | 1 | 0 | -1 | 16 | -0.5
O=C(Nc1ccc(Cl)cc1)Nc1nnc(CSc2ccc(Cl)cc2)s1 | -13 | 6 | -29 | 1.0 | -0.8 | -2 | 3 | -1 | 26 | -0.2
Brc1ccc(/C=N/c2nc3ccccc3n2CCN2CCOCC2)cc1 | 11 | / | 1 | / | 1.7 | 0 | -4 | 0 | 1 | -1.4
COc1ccc2c(c1)c1ncn(Cc3ccco3)c(=O)c1n2C | -13 | -2 | 3 | / | 5.5 | 0 | -3 | -3 | 5 | i
CC(C(=O)Nc1sc2c(c1C(=O)NCc1ccco1)CCCC2)N1C(=O)c2ccccc2C1=O (stereo not drawn) | 3 | 3 | -14 | / | -1.5 | -2 | 3 | -3 | -28 | i
CCC1(c2ccc(F)cc2)NC(=O)N(CC(=O)N2CCc3ccccc3C2)C1=O (stereo not drawn) | 1 | -10 | -3 | 0.9 | 0.5 | 0 | 5 | / | / | i
Cc1ccc(SCCn2nc(C(=O)O)c3ccccc3c2=O)cc1 | -5 | -2 | -1 | 0.6 | 0.8 | -3 | 35 | -1 | 20 | -1.7
COc1ccccc1N1CCN(C(=O)c2ccc(S(=O)(=O)N3CCCCC3)cc2)CC1 | 4 | -1 | -4 | / | -0.1 | 2 | 27 | 2 | 15 | 1.0
CCCC(=O)Nc1cccc(-c2nc3cc(C)c(C)cc3o2)c1 | -5 | 0 | -33 | / | 0.6 | -1 | -5 | 1 | 12 | -0.6
COc1ccc(NC(=O)NCc2ccccn2)cc1OC | -4 | 0 | 6 | / | 0.3 | -16 | 10 | -2 | 13 | -12
Cc1cccc(NC(=O)CSCC(=O)Nc2ccccc2C(=O)NC2CC2)c1 | 9 | -11 | 8 | -0.7 | -0.3 | 3 | 3 | / | / | -1.4
O=C(Nc1cc2c(oc1=O)CCCC2=O)c1ccc(Cl)cc1 | -6 | -10 | 3 | / | -1.2 | -6 | 11 | 7 | 10 | i
O=C(CNC(=O)c1ccc(Br)o1)NCc1ccccc1 | 0 | -14 | 1 | 3.4 | -0.4 | 1 | -4 | -4 | -9 | -0.8
C/C(=N/O)c1ccc2ccc3ccccc3c2c1 | -13 | / | 10 | 0.3 | -0.7 | -1 | 0 | / | / | 1.0
COc1ccc(COC(=O)CCS(=O)(=O)c2ccc(C)cc2)cc1 | -4 | -7 | 7 | 0.8 | 0.0 | -2 | 10 | / | / | -2.8
CCN1CSC(=S)N(Cc2ccccc2)C1 | -11 | -2 | 0 | 0.4 | -1.5 | -2 | 8 | 0 | -13 | i
C/C(=N\NC(=S)NCCc1ccccc1)c1ccc(Cl)cc1Cl | -16 | / | 2 | 2.3 | 1.8 | 3 | 40 | -2 | 19 | 0.4
C/C(=N\NC(=O)c1ccc(-c2ccccc2)cc1)C1C(=O)c2ccccc2C1=O | 9 | / | -4 | 1.2 | -0.4 | 1 | -6 | 7 | 24 | -0.2
C(=N\N1CCN(C2c3ccccc3-c3ccccc32)CC1)/c1ccncc1 | -2 | / | 37 | / | 0.9 | 0 | 25 | 1 | 7 | i
O=[N+]([O-])c1ccccc1NCCNc1ncc(C(F)(F)F)cc1Cl | 1 | 12 | -7 | / | -0.5 | -2 | -10 | -5 | 13 | i
CN1C(=O)c2ccc(C(=O)Nc3ccccc3O)cc2C1=O | 0 | -12 | 8 | 0.2 | -1.5 | 4 | -1 | -6 | 35 | -1.9
CCOc1ccc(NC(=O)CSc2nc3ccccc3c(=O)n2CCCC(=O)NCCCN2CCCC2=O)cc1 | -3 | -12 | -2 | 0.0 | 0.5 | -2 | 24 | 4 | 1 | -0.1
COc1ccccc1C(=O)N1CCN(C2CCN(Cc3ccccc3)CC2)CC1 | 0 | -22 | 8 | / | -0.9 | -4 | 10 | -6 | 14 | -0.3
Cc1ccc(-c2cc(C(=O)N/N=C/c3ccc(Cl)cc3)n[nH]2)o1 | -15 | / | 4 | -11 | -0.1 | -2 | 2 | -3 | 1 | -0.2
COc1ccc(CN(Cc2cccnc2)S(=O)(=O)c2ccc(-n3cnnn3)c(C)c2)cc1OC | 12 | -11 | -4 | / | -0.7 | 4 | 2 | -2 | 4 | i
CSc1nnc(C)c(=O)n1COC(=O)COc1ccc(Cl)cc1 | 0 | -10 | -2 | -0.1 | -1.0 | -1 | 7 | 0 | 27 | -6.2
Cc1ccc(C)c(OCC(=O)Nc2nonc2NC(=O)COc2cc(C)ccc2C)c1 | -132 | -8 | -5 | / | 0.4 | 0 | -5 | 1 | -10 | -0.2
O=C1c2ccccc2C(Nc2ccc3c(c2)OCCO3)N1Cc1ccccc1 (stereo not drawn) | 3 | 36 | 1 | / | -1.6 | -5 | 10 | / | 34 | -0.9
Cn1nccc1-c1coc2c(C(=O)NCc3ccccc3)cccc12 | / | / | / | -0.1 | / | -10 | 3 | / | / | i

Part of the list above, with values under each structure:
Values run as follows: Rv3671c protease, PriA SSB inh, MazF activator, TcdB GH inh, PfHsp40 rescue, Anthrax LF inh2, Y pestis TopoI, 3CLpro inhibitor, DUSP3 inh, BH1578 lux ind
> C/C(=N\NC(=S)NCCc1ccccc1)c1ccc(Cl)cc1Cl
  -16, /, 2, 2.3, 1.8, 3, 40, -2, 19, 0.4
> C/C(=N\NC(=O)c1ccc(-c2ccccc2)cc1)C1C(=O)c2ccccc2C1=O
  9, /, -4, 1.2, -0.4, 1, -6, 7, 24, -0.2
